PMI activator: increases human mannose-6-phosphate isomerase activity | P34949 | purified human PMI, coupled resazurin fluorescence, 20 min; active compounds read high; 1 = vehicle control, 0 substrate-free wells | activation factor at 20 µM | hit rate 0.005% among 190,000 | AID 1214;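 active means activation factor of 2 or more at 20 µM, relative to plate controls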
Target sequence (P34949 whole entry, looked up): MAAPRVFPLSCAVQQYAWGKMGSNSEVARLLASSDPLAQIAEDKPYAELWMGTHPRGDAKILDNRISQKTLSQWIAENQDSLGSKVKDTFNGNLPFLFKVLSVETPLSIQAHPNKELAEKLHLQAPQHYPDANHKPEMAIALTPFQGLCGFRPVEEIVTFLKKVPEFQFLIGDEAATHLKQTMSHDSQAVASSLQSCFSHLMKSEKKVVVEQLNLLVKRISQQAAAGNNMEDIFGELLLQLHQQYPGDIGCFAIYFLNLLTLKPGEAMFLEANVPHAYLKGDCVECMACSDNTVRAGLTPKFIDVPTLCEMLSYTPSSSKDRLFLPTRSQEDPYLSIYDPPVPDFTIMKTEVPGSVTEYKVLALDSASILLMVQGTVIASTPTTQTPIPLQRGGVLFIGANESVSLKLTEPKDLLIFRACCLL
PMI act hi M6P: increases human PMI activity with near-saturating mannose 6-phosphate; P34949; coupled PMI enzyme assay, resazurin fluorescence, 20 min; active compounds read high; 1 = untreated enzyme, 0 = substrate-free blank; activation factor at 20 µM; hit rate 0.34% among 190,000;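 active means activation factor of 2 or more at 20 µM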
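Material: human phosphomannose isomerase with PGI, G6PDH, diaphorase coupling enzymes / Reagent: Man-6-P substrate 1.0 mM / Dosing: single compound dose of 20 µM, 1% DMSO final / Incubation: enzyme reaction with compound 20 min at room temperature / Signal: resorufin fluorescence (Ex 544/Em 590 nm) from resazurin via diaphorase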
S1P3 antagonist: antagonists of human S1P3 receptor. CHO S1P3 NFAT-BLA reporter, FRET fluorescence, antagonist mode. hit rate 0.27% among 170,000. AID 485. Q99500. inhibition, % at 4.98 µM;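 active means inhibition above the plate cutoff, the mean inhibition of test wells on that plate plus 3 SD, cut at about 28% in these data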;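 further: cells challenged with S1P at its EC80 of 0.8 µM; blue over green emission ratio from cleaved BLA substrate after 4 h stimulation; 0% = S1P-stimulated wells and 100% = unstimulated DMSO-only wells; some compounds past the cut are filed as inactive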
Target sequence (Q99500 whole entry, looked up): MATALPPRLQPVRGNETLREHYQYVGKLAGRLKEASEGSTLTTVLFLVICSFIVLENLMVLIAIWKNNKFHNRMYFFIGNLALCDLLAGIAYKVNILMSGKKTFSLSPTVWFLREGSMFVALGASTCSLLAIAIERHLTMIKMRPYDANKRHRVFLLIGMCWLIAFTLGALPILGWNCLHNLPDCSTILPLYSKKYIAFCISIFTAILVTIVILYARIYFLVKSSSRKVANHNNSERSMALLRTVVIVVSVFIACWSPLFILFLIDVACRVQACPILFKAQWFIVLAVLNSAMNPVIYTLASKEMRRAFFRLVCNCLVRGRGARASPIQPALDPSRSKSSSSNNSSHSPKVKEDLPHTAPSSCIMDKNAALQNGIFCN
Diaph act CS: diaphorase activation or chemical reduction counter-screen; Diaphorase/resazurin coupled assay, resorufin fluorescence, 16 min; active compounds read high; 1 = vehicle wells, 0 = NADH-free wells; activation factor at 20 µM; hit rate 0.005% among 190,000; AID 1229;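 active means diaphorase activity raised at least twofold by the compound at 20 µM; inactive means activation factor below 2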
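System – purified diaphorase enzyme from Clostridium kluyveri · Input – enzyme 0.07 U/mL final · Also added – final NADH 0.114 mM, resazurin 0.1 mM · Measured by – fluorescence of resorufin, 544 nm excitation, 590 nm emission · Timing – 16 min enzyme reaction, ambient temperature · Measure – resorufin increase flagging diaphorase activators or reducers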
TLR4-MyD88 BLA: TLR4-MyD88 interaction inhibition in cells. HeLa CL3-4 TLR4/MyD88 BLA complementation, FRET ratio. inhibition, % at 8.4 µM. hit rate 0.18% among 200,000; in the data active means inhibition above about 25%;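 further: 0% = vehicle and 100% = reference inhibitor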
DTT redox prof: compounds producing H2O2 with reducing agent – biochemical, NIH compound library profiling, artefact control for MLSCN library redox annotation, primary screen; DTT-dependent redox cycling H2O2, phenol red/HRP absorbance; 100% = 100 µM peroxide control, 0% = buffer; AID 878; hit rate 0.03% among 200,000; activation, % at 10 µM;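 active means activation of at least 50% relative to the plate's high and low controls in the primary single-dose screen; inactive means activation below 50%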;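 further: compound incubated with DTT at 0.8 mM final as the reducing agent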
RAM network inh: yeast RAM network inhibition. S. cerevisiae dse1pr::URA3 reporter, 5-FOA growth OD615, 2 d; analog-sensitive cbk1-as2 kinase mutant strain. inhibition, % at 50 µM. hit rate 1.8% among 190,000. AID 868;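 active means inhibition above a set limit, 3 SD over mean compound inhibition, cut at about 8.4% in these data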;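 further: 0% = DMSO-only wells with no growth and 100% = 10 µM 1-NA-PP1 full growth; inhibition rescues growth on 5-FOA so higher OD means more RAM inhibition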
G6PDH CS: L. mesenteroides G6PDH inhibition counter-screen. inhibition, % at 5 µM. hit rate 0.12% among 200,000. Purified L. mesenteroides G6PDH, diaphorase/resazurin coupled fluorescence, 45 min
Hsp70 act: switches on Hsp70 transcription; HeLa Hsp70 promoter luciferase reporter, luminescence; scaled: vehicle 0, proteasome-inhibitor control 100%; activation, % at 10 µM; hit rate 0.04% among 200,000;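 active means activation above the mean across all tested compounds plus 3 SD, cutoff set per campaign, cut at about 5.5% in these data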;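 further: 100% = MG132 at 30 µM as the positive control and 0% = DMSO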
Lmaj promast: reduces viability of Leishmania major promastigotes; resazurin fluorescence viability; hit rate 9% among 200,000; inhibition, % at 10 µM;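 further: promastigotes grown with compound for 44 hours at 28 °C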
Diaph inh CS: counter-screen for diaphorase-based assays: diaphorase inhibitors and chemical oxidizers; diaphorase resazurin-to-resorufin fluorescence, NADH, 16 min; bacterial (C. kluyveri) enzyme, not human; inhibition, % at 20 µM; hit rate 0.69% among 190,000; AID 1217;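 active means primary screen inhibition at 20 µM above a set limit, cut at about 50% in these data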;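 further: plate controls were DMSO with full reaction for no effect and wells lacking NADH for full effect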
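Assay system: diaphorase enzyme from Clostridium kluyveri; Input: enzyme working solution with 0.14 U/mL diaphorase; Timing: 16 min at room temperature; Technique: resorufin fluorescence, excitation 544 nm, emission 590 nm; Benchmarks: positive control minus NADH, DMSO neutral control.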
The depositor's hits bear a star; . = no result given. Unless noted, no stated cut-off is given here; in the data, active means inhibition above about 50%; inactive means the rest. Rows are unselected; about 12% have a hit in one of these screens.

SMILES | PMI activator | PMI act hi M6P | S1P3 antagonist | Diaph act CS | TLR4-MyD88 BLA | DTT redox prof | RAM network inh | G6PDH CS | Hsp70 act | Lmaj promast | Diaph inh CS
Cc1ccc2cccc(S(=O)(=O)N3CCCc4ccccc43)c2n1 | 0.9 | 0.9 | 6 | 0.8 | 4 | 0.8 | 6.7 | 9 | -0.2 | 22 | 23
CCn1c(SC/C=C/c2ccccc2)nnc1-c1cccs1 | 1 | 0.9 | 30 | 0.9 | -7 | 0.6 | -0.2 | -15 | -0.1 | 8 | 13
Cn1c(COc2ccccc2)nnc1SCc1cc(=O)[nH]c2ccccc12 | 1.1 | 1.1 | -20 | 1 | -1 | -0.6 | -0.1 | 14 | 0.4 | -6 | -1
CSc1nnc(-c2ccccc2N=Cc2c(C)[nH]n(-c3ccc4ccccc4c3)c2=O)c(=O)[nH]1 | 0.9 | 1 | . | 0.8 | -8 | 2.8 | 7.7 | 9 | -0.2 | -7 | 19
O=C(CS(=O)CC(=O)N(c1ccccc1)C(C(=O)NC1CCCC1)c1cccs1)Nc1ccc(F)cc1 (stereo not drawn) | 1 | 0.9 | . | 1 | -4 | 2.6 | 3.7 | -6 | 0.1 | -3 | 2
CC(=O)Nc1ccccc1C(=O)N1CCc2ccccc21 | 1 | 1.1 | -33 | 1.1 | 0 | 0.0 | -0.7 | 12 | 0.1 | -3 | -10
O=C(NCc1ccccn1)c1nn(-c2ccccc2)c(=O)c2ccccc12 | 1 | 0.9 | -21 | 0.9 | 1 | 0.2 | 2.5 | 3 | -0.1 | 31 | 7
CCOC(=O)c1sc(N(C)C(C)=O)nc1C | 1 | 1 | . | 0.9 | -9 | 0.7 | 2.0 | 4 | 0.0 | -3 | 8
CCCSC1=N/C(=C\c2ccsc2)C(=O)S1 | 0.9 | 0.9 | 4 | 0.8 | -11 | 0.8 | 4.0 | 3 | -0.2 | -8 | 22
CC(=O)c1sc(-c2ccccc2Cl)nc1C | 1.1 | 1 | -11 | 1.1 | 0 | -2.3 | 2.4 | 4 | -0.3 | -1 | -6
Cc1ccc(O)c(-c2cc(C(=O)NCc3ccccc3)[nH]n2)c1 | 0.9 | 0.9 | 6 | 0.8 | 2 | 0.3 | 3.2 | 3 | -0.4 | 4 | 22
O=C(NC1CC1)c1cc(F)c(F)cc1Cl | 0.9 | 1 | . | 0.9 | 5 | 0.1 | 0.8 | 8 | -0.6 | -4 | 8

Complete entries, quoted from the list. Order of values: PMI activator | PMI act hi M6P | S1P3 antagonist | Diaph act CS | TLR4-MyD88 BLA | DTT redox prof | RAM network inh | G6PDH CS | Hsp70 act | Lmaj promast | Diaph inh CS
`Cn1c(COc2ccccc2)nnc1SCc1cc(=O)[nH]c2ccccc12` is entered as 1.1 | 1.1 | -20 | 1 | -1 | -0.6 | -0.1 | 14 | 0.4 | -6 | -1
`Cc1ccc2cccc(S(=O)(=O)N3CCCc4ccccc43)c2n1` is entered as 0.9 | 0.9 | 6 | 0.8 | 4 | 0.8 | 6.7 | 9 | -0.2 | 22 | 23
`O=C(CS(=O)CC(=O)N(c1ccccc1)C(C(=O)NC1CCCC1)c1cccs1)Nc1ccc(F)cc1` (stereo not drawn) is entered as 1 | 0.9 | . | 1 | -4 | 2.6 | 3.7 | -6 | 0.1 | -3 | 2

(continued)
SMILES | PMI activator | PMI act hi M6P | S1P3 antagonist | Diaph act CS | TLR4-MyD88 BLA | DTT redox prof | RAM network inh | G6PDH CS | Hsp70 act | Lmaj promast | Diaph inh CS
Cc1ccc(Cl)cc1N1CCN(C(=O)C2CCC(=O)N2C(C)C)CC1 (stereo not drawn) | 1.1 | 1 | 7 | 1 | -15 | 0.4 | 0.3 | 14 | 0.1 | -9 | -3
CS(=O)(=O)N(CC(=O)Nc1ccccc1)c1cccc(Cl)c1Cl | . | . | -15 | . | -3 | -0.1 | 1.0 | 10 | -0.2 | 25 | .
COc1ccc(C2(C(=O)NCCCN3CCOCC3)CCOCC2)cc1 | 0.9 | 0.9 | 6 | 0.8 | -10 | 0.2 | -0.3 | 6 | -0.4 | -1 | 16
CC1CSc2nnc(CCc3ccccc3)n21 (stereo not drawn) | 1 | 1 | -26 | 0.8 | 10 | -1.4 | 0.0 | 1 | 0.0 | -5 | 17
O=C(CCCOc1ccc(Cl)cc1Cl)N/N=C/c1ccccc1O | 1.1 | 1.2 | -2 | 1 | -2 | 0.0 | 1.1 | -12 | -0.1 | 44 | 0
CCOc1ccc2c(c1)/C(=C(\C(Cl)=C(Cl)Cl)[N+](=O)[O-])N2 | 1.1 | 1 | -1 | 0.5 | 15 | -2.0 | 0.9 | 8 | -0.3 | 1 | 51*
[O-]/[N+](=C/c1cccnc1)c1ccc(Br)cc1 | 0.8 | 0.8 | -2 | 0.9 | 6 | -2.8 | 2.5 | 4 | 0.0 | -8 | 14
COc1cccc(NC(=O)Cn2cnc3sc(C)c(S(=O)(=O)N4CCN(C)CC4)c3c2=O)c1 | 1 | 1 | . | 1 | 7 | 2.6 | 2.1 | 5 | -0.1 | 0 | -2
COc1cc(NC(=O)c2ccco2)c(OC)cc1NC(=O)Nc1cccc(Cl)c1 | 0.9 | 1 | 25 | 0.9 | 0 | 2.2 | 7.5 | -7 | -0.3 | 12 | 11
CCN(CC)CC(=O)Nc1sc(C)c(C)c1C(=O)c1ccc(C)cc1 | 0.9 | 0.9 | -11 | 0.8 | -10 | -0.1 | 1.5 | 4 | -0.2 | 29 | 19
O=C(C[n+]1cccc(O)c1)Nc1ccc(Br)cc1 | 1.2 | 1.1 | -6 | 0.8 | 0 | -2.6 | 1.2 | 0 | -0.3 | -13 | 19
Cn1c(C(=O)NCC2CCCO2)cc2c(=O)[nH]c3ccccc3c21 (stereo not drawn) | 0.9 | 1 | -10 | 0.8 | -11 | 0.8 | 2.0 | 4 | -0.1 | 0 | 19
CCOc1ccc2nc(NC(=O)C3CCCN(S(=O)(=O)c4cccs4)C3)sc2c1 (stereo not drawn) | 0.8 | 0.8 | 18 | 0.8 | 2 | -1.8 | 1.0 | 2 | -0.1 | 55* | 21
COc1ccccc1N1CCN(C(=O)CSc2nc3ccccc3c(=O)n2CC2CCCO2)CC1 (stereo not drawn) | 1 | 1 | 11 | 0.8 | 6 | 0.5 | 0.9 | -9 | -0.2 | -15 | 17
CCOc1cc(/C=N/NC(=O)CN2CCOCC2)ccc1OCc1ccc(Cl)cc1 | 0.9 | 0.9 | . | 0.9 | 0 | 1.8 | 2.6 | -36 | -0.4 | 0 | 12
COc1ccc(-c2nnc(SCC(=O)Nc3nncs3)o2)cc1 | 1.1 | 1.1 | -20 | 1 | 9 | -0.5 | 3.0 | -2 | -0.4 | -9 | 5
CCOC(=O)N1CCN(S(=O)(=O)Cc2ccccc2)CC1 | 0 | 0.9 | 2 | 0.9 | 0 | 0.8 | 0.8 | 1 | -0.5 | -6 | 14
COc1ccc(S(=O)(=O)N2CCOC2CNC(=O)C(=O)NCCc2c[nH]c3ccccc23)cc1 (stereo not drawn) | 0.9 | 1 | -9 | 0.7 | -2 | 0.2 | 2.8 | 18 | -0.1 | 1 | 26
O=Cc1c(F)cccc1N1CCCC1 | 0.9 | 0.6 | 1 | 0.9 | -9 | -2.0 | 0.5 | 1 | 0.0 | -3 | 5
COC(=O)C(Cc1ccc(OC(=O)c2ccc(Cl)cc2)cc1)N1Cc2ccccc2C1=O (stereo not drawn) | 1 | 1 | . | 1 | 2 | -11 | 6.4 | 4 | 0.4 | -6 | 0
O=C(Nc1ccc2oc(-c3ccccc3)nc2c1)c1cccs1 | 1.1 | 1.1 | . | 0.9 | 1 | 0.6 | 2.9 | 4 | 0.1 | -4 | 6
NC(=O)N/N=C/c1cn(-c2ccccc2)nc1-c1cccs1 | 0.9 | 0.9 | -13 | 0.7 | -10 | 0.0 | 0.4 | 1 | -0.2 | 3 | 27
CCS(=O)(=O)Nc1ccc2[nH]c(=O)[nH]c2c1 | 0.5 | 1 | -4 | 1 | -6 | -1.3 | 0.4 | -2 | -0.1 | -8 | 2
CCCS(=O)(=O)N1CCN(Cc2ccccc2C(F)(F)F)CC1 | 0.9 | 1 | -9 | 0.8 | -11 | 1.6 | 0.7 | 2 | 1.5 | 6 | 20
Cc1ccc(-c2nc(=S)c3c(n2CC2CCCO2)CC(C)(C)OC3)cc1 (stereo not drawn) | 1.1 | 1.1 | . | 1 | -13 | 0.9 | 1.6 | 1 | -0.5 | -2 | -4
COc1ccc(-c2nc(C#N)c(N3CC(C)OC(C)C3)o2)cc1OC (stereo not drawn) | 1 | 1 | -21 | 0.9 | -3 | 3.1 | 3.1 | -5 | -0.3 | 1 | 8
O=C(O)C1CCN(C(=O)c2ccc(Cl)cc2)CC1 | 1 | 1.1 | . | 0.9 | 4 | 0.1 | 0.3 | 12 | -0.4 | -6 | 10
COc1ccc(N2C(=O)CC(Nc3ccc(F)cc3)C2=O)c([N+](=O)[O-])c1 (stereo not drawn) | 0.9 | 0.8 | -12 | 0.8 | -7 | -0.9 | 1.8 | 6 | -0.2 | -1 | 24
O=C(NC1(C(F)(F)F)NC(=O)N(Cc2ccccc2)C1=O)c1cccnc1 (stereo not drawn) | 1 | 1 | . | 0.9 | 10 | 0.2 | -0.2 | 2 | -0.1 | 0 | 6
O=c1oc2ccccc2nc1/C=C(O)/C=C\c1ccccc1 | 1 | 1.2 | . | 0.8 | 2 | 0.9 | -0.6 | -6 | 0.1 | 99* | 19
Cc1nn(-c2ccccc2)c(N)c1Sc1ccc([N+](=O)[O-])cc1 | 1.2 | 1.7 | 11 | 1 | 7 | 0.6 | 1.5 | 3 | -0.4 | 14 | -1
COc1ccc2c(c1OC)C(=O)OC2CC(=O)c1ccc(O)c(O)c1 (stereo not drawn) | 0.8 | 0.8 | . | 0.8 | 16 | 0.0 | 0.8 | 22 | -0.2 | -6 | 20
CCN(CC)C(=O)C(=O)c1cccn1-c1c(Cl)cccc1C#N | 0.9 | 0.6 | -47 | 0.9 | -3 | -0.6 | 0.5 | 8 | -0.3 | -6 | 11
COC(=O)COc1ccc(S(=O)(=O)NCC2CCCO2)cc1Cl (stereo not drawn) | 1 | 1.2 | 11 | 1.2 | 4 | 1.3 | 0.4 | 21 | 0.6 | 0 | -17
O=C1NC2(CCCCC2)N(C(=O)c2ccccc2)C2=C1CCCC2 | 1 | 1 | -14 | 0.9 | 2 | -0.6 | -0.5 | 2 | -0.3 | 13 | 9
